# Keap1 Nrf2 FP = Keap1-Nrf2 (human) interaction inhibition | Keap1 Kelch-Nrf2 peptide fluorescence polarization, 1536-well | 0.15% of 340,000 active | inhibition, % at 9.4 µM; in the data active = inhibition above about 12%;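 also: human Keap1 Kelch domain with fluorescein labeled Nrf2 9mer peptide probe; 0% = neutral control wells and 100% = peptide positive control; higher means more block of Keap1 binding to Nrf2 peptide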
# Target sequence (Q14145 whole entry, looked up, the tested form may be a part): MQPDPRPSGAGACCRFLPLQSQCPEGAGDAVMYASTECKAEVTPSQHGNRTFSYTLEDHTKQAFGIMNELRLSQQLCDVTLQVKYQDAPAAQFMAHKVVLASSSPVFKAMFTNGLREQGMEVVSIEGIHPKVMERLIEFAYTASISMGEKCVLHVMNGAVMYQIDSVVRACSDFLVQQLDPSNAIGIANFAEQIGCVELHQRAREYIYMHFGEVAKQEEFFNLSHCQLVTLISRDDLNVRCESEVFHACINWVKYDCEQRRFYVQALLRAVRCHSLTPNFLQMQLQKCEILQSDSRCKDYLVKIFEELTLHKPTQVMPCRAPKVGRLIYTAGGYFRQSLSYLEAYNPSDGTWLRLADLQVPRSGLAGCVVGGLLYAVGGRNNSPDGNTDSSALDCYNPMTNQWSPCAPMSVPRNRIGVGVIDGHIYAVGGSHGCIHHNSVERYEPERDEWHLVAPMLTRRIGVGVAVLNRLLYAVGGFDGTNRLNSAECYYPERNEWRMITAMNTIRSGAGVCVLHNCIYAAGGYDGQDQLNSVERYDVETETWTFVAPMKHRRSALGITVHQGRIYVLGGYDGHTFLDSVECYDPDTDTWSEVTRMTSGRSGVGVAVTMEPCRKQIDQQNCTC
# CAL PDZ FP-1 = inhibitors of human CAL PDZ peptide binding; 0.02% of 330,000 active; purified CAL PDZ, TMR-peptide fluorescence polarization, 1 h; AID 504414; Q9HD26; inhibition, % at 20 µM;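 active = highest replicate inhibition of at least 40%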;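 also: plate controls were DMSO neutral control wells for no effect and unlabeled competitor peptide control wells for full effect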
#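 Control set: unlabelled peptide and DMSO controls / Material: purified CerCALP PDZ construct / Timing: 1 h incubation at room temperature before polarization reading / Doses: 20 µM, one dose / Detection: fluorescence polarization (mP)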
# DAGLB inhibitor = diacylglycerol lipase beta (human) inhibition. Q8NCG7. HEK293T DAGLB membrane lysate, EnzChek fluorogenic substrate. inhibition, % at 5.17 µM. 0.059% of 340,000 active. AID 504411; in the data active = inhibition above about 34%;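 also: 0% = enzyme with vehicle and 100% = wells lacking enzyme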
# RTF Ca sens inh = cardiac RTF calcium desensitization | IANBD-labeled cardiac RTF, Ca2+ fluorescence | inhibition, % at 7.15 µM | 0.12% of 340,000 active;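 active = inhibition above the mean inhibition of all tested compounds plus 3 SD, cut at about 17% in these data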;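 also: assay run at fixed EC70 calcium of 1.6 mM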
# Rtt109 HAT inh = inhibitors of Candida albicans Rtt109/Vps75 histone acetyltransferase; Q5AAJ8; purified Rtt109/Vps75, ThioGlo CoA-SH fluorescence, 4 h; inhibition, % at 34.9 µM; 0.16% of 330,000 active;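 active = inhibition of at least 50% in every replicate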
# Target sequence (Q5AAJ8 whole entry, looked up): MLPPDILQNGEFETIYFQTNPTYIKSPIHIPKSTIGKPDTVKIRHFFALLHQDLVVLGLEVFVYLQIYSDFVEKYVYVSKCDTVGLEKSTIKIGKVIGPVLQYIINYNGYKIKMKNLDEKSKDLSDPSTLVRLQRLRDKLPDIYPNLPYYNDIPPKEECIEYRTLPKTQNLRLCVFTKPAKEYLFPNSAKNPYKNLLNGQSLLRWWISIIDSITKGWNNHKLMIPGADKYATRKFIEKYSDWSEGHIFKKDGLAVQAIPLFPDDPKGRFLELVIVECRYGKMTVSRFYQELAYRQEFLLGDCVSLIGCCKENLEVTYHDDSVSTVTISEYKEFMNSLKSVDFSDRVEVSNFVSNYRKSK
# cardiac RTF act = increases calcium sensitivity of human cardiac regulated thin filaments | P19429+P45379 | IANBD-labeled TnC RTF fluorescence at EC20 calcium; 0% EC20 calcium, 100% full calcium | activation, % at 7.2 µM | 0.24% of 340,000 active | AID 493008;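 active = activation above the mean over all tested compounds plus 3 SD, cut at about 30% in these data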;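 also: rise in fluorescence read as greater calcium sensitivity of cardiac thin filaments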
# SR-BI DiI-HDL act = SR-BI HDL lipid transfer activation; CHO ldlA[mSR-BI] cells, DiI-HDL uptake fluorescence, 3 h; 100 = double the neutral-control signal; activation, % at 12.5 µM; 0.096% of 320,000 active; AID 504775;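 active = mean replicate activation of at least 60% and every replicate at or above 60%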;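 also: 0% = median plate neutral-control signal and 100% = twice that signal; values of inactives mirror those of a sister screen read the other way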
#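 system = CHO ldlA[mSR-BI] cells, LDL receptor-null, SR-BI overexpressing | medium = Ham's F12 with 0.5% BSA, HEPES 25 mM, pH 7.4 | probe or stimulus = DiI-HDL 10 µg/mL | compound dosing = single-point compound dose | incubation = compound exposure 3 h, 37 °C | technique = DiI fluorescence, bottom read | read-out = cell-associated DiI fluorescence as measure of HDL uptake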
# PKA-R2B act = activators of human PKA-R2B complex; PKA-R2B holoenzyme dissociation, Cy5-IP20 fluorescence polarization; R2B truncated from residue 108, S112A mutant; 0% DMSO only, 100% 113 µM cGMP; activation, % at 11.4 µM; 0.079% of 340,000 active; P22694+P31323; AID 504700;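 active = activation above a cutoff set at the mean over all compounds plus 3 SD, cut at about 18% in these data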;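 also: higher means more holoenzyme dissociation and a rise in polarization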
# LANA DNA inh = blocks KSHV LANA C-terminal domain binding to DNA; MBP-C-LANA/FAM-LBS DNA binding, fluorescence polarization; inhibition, % at 9 µM; 0.078% of 340,000 active;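 active = highest replicate inhibition at or above 60% at 9 µM, even if other replicates fall short; inactive = all replicates below 60% inhibition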;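 also: 0% = neutral control wells and 100% = 4 µM acridine orange control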
# CAL PDZ FP-2 = inhibitors of human CAL PDZ peptide binding; AID 602252; Q9HD26; purified CAL PDZ, TMR-peptide fluorescence polarization, 1 h; inhibition, % at 24.9 µM; 0.92% of 300,000 active;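 active = mean inhibition of at least 30% with at least half of replicates also reaching 30%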;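 also: 0% = DMSO neutral control and 100% = excess unlabeled competitor peptide PRC23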
# Active calls of the source: *; x = not tested or not shown. Hits appear at their usual frequency. Share with any hit: about 1.6%.
SMILES,Keap1 Nrf2 FP,CAL PDZ FP-1,DAGLB inhibitor,RTF Ca sens inh,Rtt109 HAT inh,cardiac RTF act,SR-BI DiI-HDL act,PKA-R2B act,LANA DNA inh,CAL PDZ FP-2
NS(=O)(=O)c1cccc(NC(=O)c2cccc(Oc3ccccc3)c2)c1,-1.4,-2.5,-2.6,-26.8,-2.3,-3.4,x,9.4,-0.4,0.4
COc1cccc(NC(=O)Nc2cc(NC(=O)Nc3cccc(OC)c3)c(C)nc2C)c1,3.5,-3.1,-2.6,-1.3,1.1,-2.9,13.7,-6.4,1.8,-3.2
COC(=O)/C(=C/c1ccco1)NC(=O)c1ccc(Br)o1,-0.1,-2.5,0.7,4.9,-6.3,0.8,22.0,-13.6,-0.8,0.5
CCOc1ccc(Nc2cc(C)nc(-n3nc(C)cc3C)n2)cc1,5.3,-1.8,0.9,12.4,5.2,1.6,-5.0,10.1,-0.5,0.4
COc1cc(NC(=O)C2=CC(c3ccc(C)cc3)=NS(=O)(=O)N2C)cc(OC)c1OC,-4.7,0.2,-5.5,-3.6,8.7,-5.2,-46.9,-1.3,1.1,-0.9
CC(C)CNC(=O)CSc1nc2nn(-c3ccccc3)c(=O)c-2c2n1CCCCC2,-1.4,1.2,2.1,-1.8,21.3,2.6,5.2,-0.3,-2.5,-2.9
COC(=O)c1c(-c2ccc(SC)cc2)sc2ccc(OC)cc12,-4.0,-2.8,-9.2,-1.2,0.5,5.3,-42.8,0.6,-1.8,-2.9
Cc1ccccc1Nc1nnc(SCC(=O)c2cc3ccccc3o2)s1,-4.6,-0.4,3.0,-0.1,9.2,21.5,-15.9,-11.4,0.3,-1.2
O=C(CCCN1C(=O)c2cccnc2C1=O)N1CC(=O)N(CCc2ccccc2)C(=O)C1,-1.1,-0.4,-2.8,3.9,-3.3,-0.5,3.9,-6.8,0.8,-3.6
Cc1c(C)c(C)c(S(=O)(=O)NCCc2ccccn2)c(C)c1C,-5.5,-0.9,-3.8,-5.4,-11.7,9.8,-4.8,-7.0,0.6,-5.8
CCOC(=O)c1ccc(NC(=S)NCCCN2CCCC2=O)cc1,0.6,17.2,-1.5,-5.6,0.3,-3.5,8.8,-0.4,-1.7,-7.9
CC(Oc1ccccc1)C(=O)Nc1cc(Cl)ccc1-n1cncn1 (stereo not given),-2.2,-1.9,-0.3,-13.8,0.7,3.7,1.6,-10.3,-2.0,-0.5
CC(C)N1CCC(N2CCN(Cc3cccc4nonc34)CC2CCO)CC1 (stereo not given),-3.0,-2.3,0.2,9.0,-14.4,2.2,0.4,-11.0,1.9,-3.8
O=C(Nc1nnc(-c2ccc(Cl)cc2)o1)c1ccccc1Br,-3.6,-2.9,4.2,-6.7,-9.8,1.2,4.3,3.2,-0.9,x
O=C1CC(N2CCOCC2)C(=O)N1c1cc(Cl)cc(Cl)c1 (stereo not given),-3.1,x,0.9,-3.3,-0.1,0.0,6.4,7.7,-0.3,-3.0
CC1CC(C)CN(c2ncc3c(n2)CC(c2ccc(Cl)cc2)CC3=O)C1 (stereo not given),4.3,0.2,-2.8,-10.8,27.9,-7.5,-4.1,0.0,1.6,-6.3
CCOC(=O)c1c(-c2ccccc2Cl)csc1NC(=O)c1cc(S(=O)(=O)N2CCOCC2)ccc1C,-5.8,-1.4,-10.7,-4.3,-0.4,15.7,-36.7,-3.5,-0.3,-2.4
Cc1ccc(C)c(S(=O)(=O)N2CCN(c3nc(CN4CCOCC4)nc4sc(C)c(C)c34)CC2)c1,-5.7,0.4,2.1,-8.9,1.4,-0.3,8.2,-3.7,-1.0,x
COc1cccc(CNC(=O)CCn2c(=O)oc3ccccc32)c1,1.7,0.1,1.2,8.3,-11.4,-1.2,15.3,1.5,-1.8,x
COc1ccc(CCN2CC(C(=O)Nc3nccs3)CC2=O)cc1OC (stereo not given),-0.5,1.0,1.6,-5.1,-3.1,-5.4,6.9,1.4,0.7,x
COC(=O)CSc1nc2c(cnn2-c2ccc(Cl)cc2)c(=O)[nH]1,-4.5,-2.0,-0.7,-9.6,0.6,-4.0,17.5,-11.3,0.2,-1.3
CCOc1ccccc1N1CCN(CC(O)COCc2cccs2)CC1 (stereo not given),2.4,-2.2,0.1,-2.6,3.6,-6.3,-17.7,2.5,0.7,-3.5
CCOC(=O)c1ccc(S(=O)(=O)Nc2ccc3cn[nH]c3c2)cc1,-0.8,-2.7,0.6,10.3,-0.3,2.6,6.4,-8.8,-0.5,x
CCOc1cccc(/C=C(\C#N)C(=O)NC2CC2)c1,0.1,-0.7,-1.9,-8.0,-7.7,-3.5,-12.6,-6.0,-0.3,x
COC(=O)c1ccc(N2C(=O)CC(SCC(=O)Nc3ccc(OC)cc3)C2=O)cc1 (stereo not given),0.2,0.5,-0.6,-4.0,94.3*,1.5,x,-8.3,0.4,3.9
COc1ccc([N+](=O)[O-])cc1NC(=O)Nc1cccc(Cl)c1,0.0,-1.0,1.0,0.4,-2.2,-7.0,-82.7,-10.3,-1.4,-2.7
O=C1N=C(N2CCOCC2)S/C1=C\c1ccc(-c2ccccc2Cl)o1,-1.8,-3.9,1.6,-13.5,4.0,0.2,-20.4,-3.0,-0.6,x
Cc1ccc(S(=O)(=O)N(C)C)cc1NC(=O)c1n[nH]c(=O)c2ccccc12,-3.1,-0.8,0.3,-11.5,-5.1,-2.0,x,1.5,0.6,-2.1
COc1ccc(C(C)C)cc1S(=O)(=O)n1cnc(C)c1,-7.9,0.2,-2.5,-4.4,-3.3,-2.0,-1.3,7.8,0.1,-2.3
Cc1cc(C(=O)NC2CCCCC2)c(C)o1,-4.1,0.4,-1.9,5.3,-0.3,-0.6,-9.0,-3.5,-0.8,2.0
CN(C(=O)Nc1ccc(Cl)c(Cl)c1)c1ccccc1C(=O)O,0.1,-0.4,-1.0,-2.8,-3.6,-1.3,8.8,-8.0,-0.4,-1.4
O=C(COC(=O)Cc1c(Cl)cccc1Cl)Nc1ccc2[nH]c(=O)[nH]c2c1,-3.8,-2.0,2.2,7.8,8.7,3.1,-1.5,-0.6,-2.2,0.6
Cc1nc(NC(=O)COC(=O)c2cc3c(s2)CCC(C)C3)c(Cl)cc1Cl (stereo not given),1.9,-3.2,-3.7,0.5,4.8,3.4,11.9,5.0,0.1,-3.9
COc1ccc(C(CNC(=O)c2oc3c(Cl)cccc3c2C)N2CCCC2)cc1 (stereo not given),-0.6,-5.4,-6.7,-11.6,-4.3,2.3,-13.5,0.4,-2.8,-0.9
CC(=O)Nc1ccc(NC=C(C#N)C#N)cc1,0.6,1.5,-0.6,4.7,-0.9,0.5,6.5,-8.3,-0.9,-3.6
CCOC(=O)C1=C(CN2CCSCC2)NC(=O)NC1c1cc(C)ccc1C (stereo not given),-9.3,-0.9,4.6,-49.6,2.6,7.5,-12.8,8.2,2.1,-3.7

# 3 entries out of the list above, ordered by the number in PKA-R2B act, descending:
molecule	PKA-R2B act
COc1ccc(C(C)C)cc1S(=O)(=O)n1cnc(C)c1	7.8
COc1ccc(C(CNC(=O)c2oc3c(Cl)cccc3c2C)N2CCCC2)cc1 (stereo not given)	0.4
CN(C(=O)Nc1ccc(Cl)c(Cl)c1)c1ccccc1C(=O)O	-8.0

# Two of the compounds above, bar-delimited:
Structure | Keap1 Nrf2 FP | CAL PDZ FP-1 | DAGLB inhibitor | RTF Ca sens inh | Rtt109 HAT inh | cardiac RTF act | SR-BI DiI-HDL act | PKA-R2B act | LANA DNA inh | CAL PDZ FP-2
CCOC(=O)C1=C(CN2CCSCC2)NC(=O)NC1c1cc(C)ccc1C (stereo not given) | -9.3 | -0.9 | 4.6 | -49.6 | 2.6 | 7.5 | -12.8 | 8.2 | 2.1 | -3.7
COc1ccc(C(C)C)cc1S(=O)(=O)n1cnc(C)c1 | -7.9 | 0.2 | -2.5 | -4.4 | -3.3 | -2.0 | -1.3 | 7.8 | 0.1 | -2.3

# More structures follow:
SMILES,Keap1 Nrf2 FP,CAL PDZ FP-1,DAGLB inhibitor,RTF Ca sens inh,Rtt109 HAT inh,cardiac RTF act,SR-BI DiI-HDL act,PKA-R2B act,LANA DNA inh,CAL PDZ FP-2
Cc1cccc(C(=O)NC(=S)Nc2ccc(S(=O)(=O)N3CCCCC3)cc2)c1,-4.2,-1.3,-6.8,-10.7,-4.9,2.4,-18.0,4.1,1.1,-0.9
O=C(Nc1cccc(Cl)c1)c1nc[nH]c1C(=O)NCCCCNC(=O)c1[nH]cnc1C(=O)Nc1cccc(Cl)c1,3.4,0.6,3.6,0.0,-4.3,1.8,17.5,-8.2,-0.8,-5.3
CCCN1C(=O)/C(=N\OCC(=O)Nc2ccc(C(C)C)cc2)c2ccccc21,1.7,-0.5,-2.9,3.1,-3.9,-4.9,x,-3.1,2.0,-0.1
CN(C)c1ccc(CNC2C3CC4CC(C3)CC2C4)cc1 (stereo not given),-2.2,-1.3,-0.1,-5.2,10.2,-1.6,-11.8,-3.2,3.8,-3.4
CCCCn1nc2cc(C(=O)NC3CCCc4ccccc43)ccc2c1OCC (stereo not given),-3.3,-2.3,0.8,-10.7,-3.7,5.5,-79.5,-10.3,-0.2,-0.3
CNC(=S)NNC(=O)c1cccn(Cc2cccc(C(F)(F)F)c2)c1=O,-0.4,-1.6,-1.1,-8.3,-0.7,2.2,-1.3,-0.5,-0.3,-1.6
COc1ccc(N2CCn3c2nc2c3c(=O)n(CCCc3ccccc3)c(=O)n2C)c(OC)c1,0.6,0.2,1.3,-9.6,4.7,0.1,-21.9,3.7,-1.8,-4.2
CC1(C)CC(=O)C2=C(C1)N=C1SCCC(=O)N1C2c1ccccc1 (stereo not given),4.8,-2.5,-0.6,-4.5,x,1.1,-12.5,-5.9,0.4,-0.7
O=C(O)c1ccc(S(=O)(=O)c2ccc3c(c2)C(=O)N(NC(=O)c2ccncc2)C3=O)cc1,5.0,-0.3,0.4,10.5,-4.1,3.4,30.3,-12.4,0.8,-5.1
COc1ccc(NC(=O)CS(=O)(=O)c2cn(CC(=O)N3CCCC3)c3ccccc23)c(OC)c1,3.8,-0.3,-0.5,-2.4,-1.7,0.3,-27.7,-1.7,-1.3,-2.6
CC(Oc1ccccc1Cl)C(=O)Nc1ccc(S(=O)(=O)Nc2nccs2)cc1 (stereo not given),-0.4,-2.3,2.2,-1.4,12.0,0.4,21.3,-1.2,1.1,-5.9
CCOC(=O)NN1C(=O)c2ccccc2NC1c1ccccc1 (stereo not given),-0.3,0.4,1.8,-8.9,-88.9,1.9,-2.9,3.6,-0.9,1.8
CC/C(O)=C1\C(=O)CC(C)(C)CC1=NCCc1nc2ccccc2[nH]1,-0.6,-0.1,0.5,12.6,-0.6,-4.1,15.3,-1.2,-0.1,-5.1
COc1ccc(C(=O)NC(=S)Nc2ccc(Cc3ccncc3)cc2)cc1,-3.5,-4.8,-3.4,-5.3,-9.2,6.7,-5.2,-8.4,-0.4,-2.1
COc1ccc(NC(=O)Nc2ccc(F)cc2F)c(C)c1,-4.9,-0.6,-1.4,-1.9,5.3,-11.6,-4.5,-3.2,0.3,x

# Source: PubChem
